PDI turbidity: inhibitors of human PDI, primary screen, biochemical, turbidity, single point, plate reader. Protein disulfide-isomerase (Homo sapiens), P07237. 350,000 compounds, 0.052% hits. inhibition, % at 10 µM. PDI insulin aggregation turbidity, A650, 90 min. AID 588391, 2011;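 active = mean inhibition across replicates of 30% or more, whatever share of single replicates reach that level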;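 note: absorbance from insulin aggregation driven by PDI reduction with DTT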
Target sequence (P07237 whole entry, looked up): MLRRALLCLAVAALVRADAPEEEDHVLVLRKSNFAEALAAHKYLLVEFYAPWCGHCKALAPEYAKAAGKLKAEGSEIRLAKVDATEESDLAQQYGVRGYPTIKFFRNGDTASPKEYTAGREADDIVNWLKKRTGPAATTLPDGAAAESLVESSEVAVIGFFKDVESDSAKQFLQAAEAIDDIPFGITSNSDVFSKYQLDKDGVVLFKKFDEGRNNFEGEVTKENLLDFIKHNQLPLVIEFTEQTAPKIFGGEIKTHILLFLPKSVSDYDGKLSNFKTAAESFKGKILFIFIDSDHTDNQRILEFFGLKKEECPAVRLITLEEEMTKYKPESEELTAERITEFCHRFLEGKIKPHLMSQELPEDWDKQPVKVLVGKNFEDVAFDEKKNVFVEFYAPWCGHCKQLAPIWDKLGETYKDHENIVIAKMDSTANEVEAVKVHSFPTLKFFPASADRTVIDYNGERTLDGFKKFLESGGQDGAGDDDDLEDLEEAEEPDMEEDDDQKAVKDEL
NR2E3 ag-1: inhibitors of NR2E3-RetCOR corepressor binding, primary screen, NR2E3 agonist project, biochemical, TR-FRET, GST-NR2E3, biotin-RetCOR. Photoreceptor-specific nuclear receptor (Homo sapiens), Q9Y5X4. AID 2300, 2010. inhibition of corepressor binding, % at 4.78 µM. 320,000 compounds, 0.12% hits. 1536-well;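 active = percent inhibition above the cutoff of mean plus 3 SD of all tested compounds, set per screening campaign, cut at about 20% in these data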;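 note: 0% = DMSO wells and 100% = biotin wells as full block of FRET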
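Material – GST-tagged NR2E3 plus biotinylated RetCOR corepressor · Quantity – NR2E3 fusion 1.35 nM · Times – 5 h incubation at 4 °C · Medium – pH 7.5 Tris-based buffer · Technique – TR-FRET, Eu(K)-anti-GST donor, streptavidin-D2 acceptor, ex 340, em 617/671 nm · Benchmarks – high control biotin, low control 0.6% DMSO · Format – 1536-well plates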
CaV13 FRET inh: Disruptors of the CACNA1D IQ motif to Ca2+-dependent inactivation inhibitor domain association, primary screening, Förster resonance energy transfer in intact living …. HEK cells, CFP/YFP FRET ICDI-IQ, plate reader, 10 min; percent FRET-ratio fall versus neutral wells. inhibition, % at 12.3 µM. 340,000 compounds, 0.098% hits;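 active = mean replicate inhibition of at least 30% and at least 1% of replicates passing that level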;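 note: 0% = median of the neutral control wells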
TRPM1 prom inh: inhibitors of MITF-dependent TRPM1 promoter reporter, primary screen, cell-based, SK-MEL-5, single point, luciferase. AID 488899, 2010. inhibition, % at 12.5 µM. 330,000 compounds, 0.83% hits. SK-MEL-5 TRPM1 promoter luciferase, 24 h;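 active = mean inhibition across replicates of 60% or more, whatever share of single replicates reaches that level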; note: values of inactives mirror those of a sister screen read the other way
Peg3 prom inh: Peg3 promoter-driven luciferase inhibitors, primary screen, cell-based, HeLa, luciferase luminescence | HeLa PEG-Prom luciferase reporter, overnight | inhibition, % at 20 µM | 360,000 compounds, 1.7% hits | AID 588405, 2011;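 active = inhibition of at least 50% at 20 µM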
m5-HT2A agonist: mouse Htr2a agonists via beta-arrestin recruitment, primary screen, cell-based, luminescence; CHO-K1 mHTR2A beta-arrestin complementation; percent of 30 µM serotonin response; 360,000 compounds, 0.66% hits; activation, % at 7.6 µM;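 active = activation above a run cutoff, the mean activation of all tested compounds plus 3 SD, cut at about 14% in these data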;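 note: 0% = plate median of compound wells and 100% = 30 µM serotonin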
Target sequence (P35363 whole entry, looked up): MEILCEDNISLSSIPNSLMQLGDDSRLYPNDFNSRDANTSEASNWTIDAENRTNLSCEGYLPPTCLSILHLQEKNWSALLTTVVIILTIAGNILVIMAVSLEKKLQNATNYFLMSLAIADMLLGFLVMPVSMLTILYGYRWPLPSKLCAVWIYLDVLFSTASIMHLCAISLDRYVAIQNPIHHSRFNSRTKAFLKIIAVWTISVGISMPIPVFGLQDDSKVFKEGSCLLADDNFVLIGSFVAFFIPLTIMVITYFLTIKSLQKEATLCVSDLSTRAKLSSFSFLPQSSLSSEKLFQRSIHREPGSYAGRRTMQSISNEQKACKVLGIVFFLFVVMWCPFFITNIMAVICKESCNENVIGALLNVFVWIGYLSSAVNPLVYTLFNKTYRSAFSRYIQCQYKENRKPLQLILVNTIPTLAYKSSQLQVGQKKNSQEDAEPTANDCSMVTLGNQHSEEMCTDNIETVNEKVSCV
NR2E3 ag-2: NR2E3 agonists in two-hybrid cells, primary screen, cell-based, luminescence, CHO-S, Gal4-NCOR/VP16-NR2E3 | AID 602229, 2012 | 360,000 compounds, 0.35% hits | inhibition of corepressor binding, % at 3.98 µM | luciferase;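 active = inhibition above the mean of all tested compounds plus 3 SD, cut at about 70% in these data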;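 note: 0% = DMSO with NR2E3 transfected cells and 100% = cells lacking NR2E3 construct; higher means lower luciferase signal from less NR2E3 corepressor binding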
iPSC survival up: enhancers of single-cell hiPSC survival, primary screen, ATPlite luminescence; 100% = ROCK inhibitor wells, 0% = DMSO; survival enhancement, % at 20 µM; 360,000 compounds, 0.044% hits; AID 602274, 2012; in the data active = survival enhancement above about 18%;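 note: cells exposed to compounds for 16 hours before the ATP read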
HIF-2a block: HIF-2a reporter inhibitors, primary screen, luminescence, 786-0 RCC cells; inhibition, % at 18.8 µM; 786-0 RCC cells HIF-2a reporter, luciferase luminescence, overnight; 360,000 compounds, 0.72% hits;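 active = inhibition of the luminescence signal of 40% or more relative to plate controls, in a single-dose primary screen at 18.75 µM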
Cardio protect: cardioprotection against H2O2-induced cell death, primary screen, uHTS, H9c2 cells, ATPLite luminescence. H9c2 cardiomyocytes, H2O2 injury protection, 2 h. protection from H2O2 cell death, % at 20 µM. 360,000 compounds, 0.63% hits;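 active = compounds giving at least 50% protection of heart cells from peroxide-induced death in the single-dose screen, raw or plate-pattern-corrected value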;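 note: 0% = DMSO wells with peroxide and 100% = DMSO wells without peroxide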
Shn3 3UTR inh: reduction of Shn3 3'UTR firefly luciferase signal, primary screen, Schnurri-3 inhibitor project, cell-based, Clone20 osteoblasts, set 2; 360,000 compounds, 0.52% hits; Clone20 osteoblast Shn3 3'UTR firefly luciferase, 24 h; inhibition, % at 12.5 µM;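 active = mean inhibition of at least 75% with every replicate also reaching 75%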;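 note: 0% = median of neutral control wells and 100% = pilot-screen positive control compound; some compounds past the cut are filed as inactive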
* = called active by the depositor; . = not tested or not shown.

SMILES | PDI turbidity | NR2E3 ag-1 | CaV13 FRET inh | TRPM1 prom inh | Peg3 prom inh | m5-HT2A agonist | NR2E3 ag-2 | iPSC survival up | HIF-2a block | Cardio protect | Shn3 3UTR inh
Brc1ccc2[nH]c3c(c2c1)CCC3 | -4 | 4 | -16 | -3 | 14 | -2 | 0 | -0.7 | -17 | -8 | 5
CC(OC(=O)Cc1ccc(Cl)cc1)C(=O)NC1CCCCC1C (stereo not drawn) | -5 | . | -6 | -10 | 2 | -2 | 8 | -0.2 | 16 | 0 | 17
Cc1ccc(N2C(=O)[C@@H]3[C@H](C2=O)C2c4ccccc4C=CN2[C@@H]3C(=O)c2ccco2)cc1 (stereo partly drawn) | -2 | . | . | 15 | -19 | -1 | -9 | 7.0 | -13 | 19 | -23
Nc1nc(-c2ccccc2)c(CC(=O)O)s1 | 0 | . | -15 | . | -5 | -1 | -14 | -2.8 | -9 | 1 | -11
CN(C)c1ccc(S(=O)(=O)N(C)C)cc1NC(=O)Cc1cccc2ccccc12 | -1 | 5 | -4 | -5 | 26 | -2 | 18 | -0.7 | 9 | -3 | 24
COc1ccc(-c2nnn(CC(=O)N(CC3CCCO3)C(C(=O)NC(C)(C)C)c3ccco3)n2)cc1OC (stereo not drawn) | 3 | 4 | -2 | -7 | 7 | -3 | -5 | -0.8 | 17 | 8 | -7
Cc1cc(/C=C/C(=O)O)c(C)n1-c1ccc(Cl)cc1 | 4 | -4 | -11 | 3 | 8 | -1 | -11 | 1.0 | 15 | -3 | 6
CCC(CO)N=CC1=C(O)C(C(=O)c2ccccc2)CCC1=O (stereo not drawn) | -4 | 1 | 0 | 2 | 8 | 0 | -25 | 4.7 | 10 | 13 | -3
C(=N\n1cnnc1)/c1cccn1-c1ccccc1 | 0 | 0 | -3 | 3 | 10 | 0 | 14 | -2.3 | 17 | 1 | 8
Cc1[nH]c2ccccc2c1C(=O)C(C)OC(=O)C1CCC1 (stereo not drawn) | -1 | -1 | -4 | -6 | -5 | -7 | 2 | 0.1 | 3 | -2 | 9
Oc1ccc2ccccc2c1C=Nc1ccccc1Br | 0 | 5 | -6 | 12 | 19 | 1 | 0 | -0.6 | 10 | 19 | 6
O=c1ccnc(Nc2ccc(Cl)cc2)[nH]1 | -3 | -1 | -4 | 4 | 5 | 6 | -4 | -0.5 | 13 | 2 | 3
COc1cc(CN2CCN(c3ncccn3)CC2)cc(OC)c1 | 0 | -2 | 0 | 4 | 2 | 21* | -17 | -0.5 | 12 | 0 | 10
Cc1ccc2nc(-c3ccccc3)c(CC3CCCCC3)n2c1 | . | . | -7 | . | -146 | -2 | -116 | -1.9 | -173 | 0 | -72
O=C(CN1CCOCC1)OCCCc1ccccc1 | 5 | -5 | 0 | 3 | 1 | -3 | -4 | -0.2 | 21 | 5 | -14

The closing five records of the part above open the next one.
SMILES | PDI turbidity | NR2E3 ag-1 | CaV13 FRET inh | TRPM1 prom inh | Peg3 prom inh | m5-HT2A agonist | NR2E3 ag-2 | iPSC survival up | HIF-2a block | Cardio protect | Shn3 3UTR inh
Oc1ccc2ccccc2c1C=Nc1ccccc1Br | 0 | 5 | -6 | 12 | 19 | 1 | 0 | -0.6 | 10 | 19 | 6
O=c1ccnc(Nc2ccc(Cl)cc2)[nH]1 | -3 | -1 | -4 | 4 | 5 | 6 | -4 | -0.5 | 13 | 2 | 3
COc1cc(CN2CCN(c3ncccn3)CC2)cc(OC)c1 | 0 | -2 | 0 | 4 | 2 | 21* | -17 | -0.5 | 12 | 0 | 10
Cc1ccc2nc(-c3ccccc3)c(CC3CCCCC3)n2c1 | . | . | -7 | . | -146 | -2 | -116 | -1.9 | -173 | 0 | -72
O=C(CN1CCOCC1)OCCCc1ccccc1 | 5 | -5 | 0 | 3 | 1 | -3 | -4 | -0.2 | 21 | 5 | -14
CCOc1ccc2nc(S(=O)(=O)NC(=O)C3(C)CCN3C(=O)c3cccc(F)c3)sc2c1 (stereo not drawn) | -2 | . | -16 | . | -5 | -3 | -23 | 0.0 | 8 | -3 | -10
CC1CCN(C(=O)c2ccc(S(=O)(=O)N3CCOCC3)cc2)CC1 | 0 | 4 | -3 | -3 | 6 | 10 | 3 | -0.4 | 0 | 0 | -4
CC(=O)Nc1cccc(Nc2nc(-c3cccs3)nc3ccccc23)c1 | 0 | -1 | -3 | 1 | 31 | 0 | 11 | -0.4 | -52 | 43 | 3
Cc1cc(N/N=C/c2ccc(O)cc2)c2cccc(C)c2n1 | -6 | 3 | -6 | 51 | 110* | -12 | -1 | -0.6 | 11 | -15 | 0
CC(c1nnc(SCC(=O)Nc2cccnc2Cl)n1-c1ccccc1)N(C)C (stereo not drawn) | -17 | 2 | -5 | -10 | 8 | -2 | 0 | -2.3 | 1 | 2 | -29
O=C(O)CN1C(=O)/C(=C\c2ccc(OC(=O)c3ccco3)cc2)SC1=S | 43* | 3 | -7 | -1 | 4 | 3 | -1 | 1.5 | 9 | 0 | 4
O=C(CC1C(=O)NCCN1Cc1ccccc1)NC1CCCCCC1 (stereo not drawn) | 3 | 2 | -6 | 1 | -9 | 0 | -27 | -0.6 | 6 | 1 | 5
O=C(Cn1nnc(-c2cccs2)n1)NCc1cccs1 | -2 | -1 | -2 | -7 | -18 | 1 | -15 | 2.2 | -12 | 0 | -8
O=C(Nc1ccccc1)C(O)C(O)C(=O)Nc1ccccc1 (stereo not drawn) | . | -3 | . | . | -7 | 24* | -2 | -0.4 | 14 | 1 | 8
CCN(C[C@H]1N[C@@](CC)(C(=O)OC)[C@H]2C(=O)N(Cc3ccccc3)C(=O)[C@@H]12)S(=O)(=O)c1ccc(OC(F)(F)F)cc1 | 2 | . | -8 | -1 | 3 | -1 | -13 | -2.5 | 3 | 6 | 0
CCCOc1ccccc1NC(=O)c1c(-c2ccccc2)noc1C | 7 | 4 | 4 | -2 | 0 | -1 | -11 | 1.8 | 11 | -5 | 30
Cc1ccccc1-c1cc(C(=O)Nc2sc(C)c(C)c2C(N)=O)c2ccccc2n1 | 4 | -5 | -2 | 1 | 34 | 2 | 6 | 0.2 | 19 | -6 | -1
Cc1c(C(=O)Nc2ccc(F)cc2)nnn1-c1cccc(C(F)(F)F)c1 | -6 | 1 | -7 | -6 | -68 | 1 | 3 | -0.8 | -138 | -18 | 23
O=C(Nc1cc(C(F)(F)F)ccc1Cl)C(Sc1ccccn1)c1ccccc1 (stereo not drawn) | 4 | 5 | -5 | 6 | 13 | -4 | -9 | 0.1 | 13 | -4 | 0
CCN(CC)C(=O)Cn1cc(C(=O)C(=O)N(C)C2CCN(C)CC2)c2ccccc21 | -4 | -1 | -5 | -4 | 10 | -4 | 29 | 0.3 | 0 | 1 | -7
Cc1ccc(Oc2cc(-n3nc(C)cc3C)ncn2)cc1 | -1 | -1 | -4 | -69 | -115 | 0 | -16 | 1.4 | -204 | -1 | -19
CCCCCc1ccc(-c2ccc(OC)cc2)nc1 | 1 | -3 | -3 | -101 | -273 | -1 | -89 | 2.2 | -302 | -8 | -72
COc1ccc(CCNC(=O)CSc2nc(C)cc(C)n2)cc1OC | 2 | 0 | -3 | -2 | 5 | 2 | -26 | 3.3 | 18 | -3 | -8
O=[N+]([O-])c1ccc(CNc2ccc(F)cc2)s1 | 2 | 3 | -4 | 6 | -18 | -2 | -22 | -0.6 | -4 | 2 | 5
O=S(=O)(Nc1ccccc1N1CCOCC1)c1ccc(Cl)s1 | -5 | -1 | -4 | 13 | 8 | 8 | -7 | -1.3 | 18 | -6 | 21
COc1ccccc1-c1nnc(NC(=O)c2ccc3ncsc3c2)o1 | -1 | -1 | -2 | 6 | -125 | 8 | -101 | 1.1 | -139 | 11 | -21
COc1ccccc1NC(=O)COc1cc(Br)c(CNCCCN2CCOCC2)cc1OC | -1 | 0 | -17 | -39 | -1 | -5 | 15 | -0.6 | -5 | 7 | -21
CCN(CC(=O)NCc1cccs1)C(=O)/C=C/c1ccc(C)cc1 | -1 | -3 | -6 | 3 | -17 | 4 | 5 | -0.6 | -41 | -1 | 5
CC[N+](CC)(CC)CCOc1ccc(/C=C/c2ccccc2)cc1 | 3 | 2 | -5 | 14 | 10 | -10 | -3 | -3.1 | 4 | -18 | 12
COc1ccc(N2CCN(C(=O)CCCn3c(=O)[nH]c4cc(Cl)ccc4c3=O)CC2)cc1 | 4 | 0 | -6 | 9 | 20 | 7 | -23 | -1.1 | 27 | 1 | 26
c1ccc(CSC2=NCCCN2)cc1 | -4 | -3 | -5 | -4 | 7 | 5 | -13 | -1.1 | 1 | 12 | -9
COc1cc(C(=O)NC(=S)NNC(=O)c2ccc3c(c2)OCO3)cc(OC)c1OC | -1 | -2 | -5 | 5 | 19 | 5 | -19 | -0.7 | 13 | 16 | 29
